Autofluor Jurkat: compound autofluorescence on Jurkat cells, primary screen, artefact control for VLA-4 allosteric ligand project, cell-based, flow cytometry; hits give high values; 1 = vehicle-only cell background; fluorescence ratio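 (tested at 10 µM compound in the well)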; 0.61% of 24,000 active; AID 576, 2007;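 active means fluorescence ratio above 2.44, which is 1 plus 3 SD of all ratios; inconclusive means signal too bright to measure linearly, ratio around 10 or more; inactive means fluorescence ratio below 2.44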;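 further: green fluorescence of cells measured with 488 nm excitation and 530 nm emission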
VLA-4 antagonist: inhibitors of LDV-FITC binding to Mn2+-activated VLA-4, primary screen, Jurkat cells. Integrin alpha-4 (Homo sapiens), P13612. LDV-FITC binding with Mn2+, flow cytometry; 100% = Mn2+-driven binding gain fully reversed. inhibition, % at 10 µM (by protocol). 0.2% of 24,000 active;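 active means inhibition above 50%; inconclusive means compound itself fluorescent, judged against control cell fluorescence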;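 further: 0% = Mn2+ stimulated cells lacking compound and 100% = ligand binding without Mn2+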
Target sequence (P13612 whole entry, looked up): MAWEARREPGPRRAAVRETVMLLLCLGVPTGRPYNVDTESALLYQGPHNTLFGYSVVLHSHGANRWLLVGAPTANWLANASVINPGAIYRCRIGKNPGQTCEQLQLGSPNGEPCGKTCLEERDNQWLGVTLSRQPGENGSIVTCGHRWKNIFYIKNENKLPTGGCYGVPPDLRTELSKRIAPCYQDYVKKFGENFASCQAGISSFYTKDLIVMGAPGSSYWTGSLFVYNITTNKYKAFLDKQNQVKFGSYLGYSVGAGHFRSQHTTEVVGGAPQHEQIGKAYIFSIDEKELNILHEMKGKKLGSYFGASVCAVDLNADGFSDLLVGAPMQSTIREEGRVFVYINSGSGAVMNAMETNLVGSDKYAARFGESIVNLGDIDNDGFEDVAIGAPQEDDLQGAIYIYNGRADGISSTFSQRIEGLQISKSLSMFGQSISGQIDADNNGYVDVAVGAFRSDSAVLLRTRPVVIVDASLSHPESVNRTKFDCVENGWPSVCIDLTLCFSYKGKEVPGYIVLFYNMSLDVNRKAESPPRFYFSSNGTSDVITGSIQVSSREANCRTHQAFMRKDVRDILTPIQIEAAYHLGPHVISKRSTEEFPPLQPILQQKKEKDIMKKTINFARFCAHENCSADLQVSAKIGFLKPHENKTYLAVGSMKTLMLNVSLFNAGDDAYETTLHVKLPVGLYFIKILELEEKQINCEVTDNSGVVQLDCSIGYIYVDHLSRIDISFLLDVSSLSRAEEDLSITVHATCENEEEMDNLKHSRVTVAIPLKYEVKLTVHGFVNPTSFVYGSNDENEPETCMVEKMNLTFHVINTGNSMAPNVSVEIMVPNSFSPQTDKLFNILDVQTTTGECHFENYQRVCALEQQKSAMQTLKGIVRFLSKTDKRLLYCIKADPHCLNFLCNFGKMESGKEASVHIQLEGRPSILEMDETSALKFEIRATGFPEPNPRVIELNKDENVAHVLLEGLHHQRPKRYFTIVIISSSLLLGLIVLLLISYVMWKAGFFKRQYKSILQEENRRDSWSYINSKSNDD
Prostate diff: activators of LNCaP prostate cell differentiation, primary screen, flow cytometry side scatter; 4 d; side scatter shift, % at 10 µM; 0.56% of 24,000 active;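 active means side scatter shift above 30%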;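 further: androgen-responsive LNCaP prostate cancer cells in charcoal-stripped serum medium; percent of cells past a gate set so DMSO wells show 10% shift; higher shift means more granular cells and more differentiation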
VLA-4 allo ag: enhancers of LDV-FITC binding to VLA-4 integrin, primary screen, Jurkat cells, flow cytometry | activation, % at 10 µM (by protocol) | 24,000 tested, under 10 active | AID 528, 2006 | Integrin alpha-4 (Homo sapiens), P13612;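 active means fluorescent ligand binding to cells raised by more than 40% of the manganese-induced maximum; inconclusive means compound's own fluorescence above 85% of the ligand control signal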;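 further: 0% = ligand binding without compound and 100% = manganese-stimulated maximal binding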
An asterisk follows results filed as active; ? = inconclusive. An excerpt; the hit share may differ from the screen's.

structure	Prostate diff	VLA-4 allo ag	Autofluor Jurkat	VLA-4 antagonist
Nn1c(SCC(=O)Nc2ccc(F)cc2)nnc1-c1cccnc1	6.0	-1.0	1.01	-4.5
CN(C)c1ccc(NC(=O)Cn2cc3c(n2)CCCC3)cc1	7.0	-4.3	1.15	-7.3
Fc1ccc(OCc2nc(-c3ccc(Br)o3)no2)c(F)c1	8.0	5.0	1	-12.0
CCOc1ccc(-c2[nH]nc3c2C(c2ccc4c(c2)OCO4)C(C#N)=C(N)O3)cc1OC (configuration not stated)	14.0	-4.0	1.17	28.0
COc1cccc(NC(=O)N2CCN(C(=O)C(Cc3ccc(OC)c(OC)c3)NC(C)=O)CC2)c1 (configuration not stated)	7.0	4.5	1.07	-17.0
CCC(=O)N1CCc2cc(S(=O)(=O)NC(C(=O)NCc3ccc(F)cc3)C(C)C)ccc21 (configuration not stated)	13.0	-2.0	1.07	17.0
O=C(CN1C(=O)CC(c2ccccc2)=Nc2ccccc21)NCc1ccco1	14.0	3.5	0.98	-3.5
c1nc(NCC2CCCO2)c2[nH]cnc2n1 (configuration not stated)	10.0	3.0	0.97	3.0
Nc1[nH]nc2nc(N3CCOCC3)nc(-c3ccccc3)c12	4.0	-8.0	0.94	34.0
c1ccc(-c2ccc(-c3ccccn3)nn2)nc1	4.0	-3.0	1.02	-12.5
CCOC(=O)N1CCN(c2c(N3CCN(c4ccccc4OC)CC3)c(=O)c2=O)CC1	6.0	3.8	0.91	-15.5
C=CCc1c(C)nc(SC)nc1Nc1ccc(C(=O)O)cc1	11.0	-1.0	0.98	-13.0
CC(NC(=O)c1cc2sccc2n1C)c1ccc2c(c1)OCCO2 (configuration not stated)	14.0	-6.5	1.09	-4.0
Cc1oc(-c2ccccc2F)nc1CS(=O)(=O)CC(=O)NCCCN(C)C1CCCCC1	18.0	-7.0	1.06	17.0
COc1cccc(C2CC(c3ccc(C)cc3)n3nc(N)nc3N2)c1 (configuration not stated)	8.0	2.7	1.01	-3.0
Cc1cccc(-n2ncc3c(N4CCN(c5nc(C)cc(C)n5)CC4)ncnc32)c1	18.0	7.0	1.04	6.0
CC(=O)C1=C(C)NC(=O)NC1c1cccc(O)c1 (configuration not stated)	4.0	0.0	1.26	-10.5
CCCCCC(=O)N1CCN(CCN=CC2=C(O)CC(c3ccco3)CC2=O)CC1 (configuration not stated)	7.0	2.0	0.98	-18.5
CCOc1ccccc1/C=c1\sc2nc(-c3ccco3)nn2c1=O	5.0	23.1	0.76	-24.8
COc1ccc(N(C(=O)c2ccco2)S(=O)(=O)c2cc(OC)ccc2OC)cc1	3.0	-2.5	1.05	-11.0
O=C(c1ccc2c(=O)n(-c3ccccc3)c(=O)[nH]c2c1)N1CCN(c2ccc(F)cc2)CC1	2.0	-1.0	0.99	21.0
CCOC(=O)CSc1nc2ccccc2c(=O)n1NC(=O)c1ccccc1	7.0	8.0	0.98	-10.7
O=C(c1ccccn1)N(CC1CCCO1)C1(C(=O)NC2CCCCC2)CCCCC1 (configuration not stated)	6.0	3.0	0.96	-8.0
Cn1c(CCNC(=O)c2ccc(F)cc2)nc2ccccc21	8.0	-3.0	1.02	1.0
CCCCN=c1sc(C(=O)OC)cc(=O)n1CCCC	12.0	-6.0	1.09	12.0
CCOc1ccc(Cn2nnc(C(=O)NCCc3ccccc3)c2N)cc1	10.0	2.0	1.03	-4.0
Cc1ccc2[nH]c(=O)c3cc(C(=O)NCCN4CCN(C)CC4)sc3c2c1	8.0	-1.0	0.99	7.0
COC(=O)c1ccc(C2c3c(oc4ccccc4c3=O)C(=O)N2CCCN2CCOCC2)cc1 (configuration not stated)	7.0	0.0	1.1	-9.0
O=c1cc(-c2ccc3c(c2)OCO3)oc2ccccc12	10.0	-1.0	1.02	-2.0
CC(C)(C)n1ncc2c(=O)n(Cc3c(F)cccc3Cl)cnc21	4.0	?	1.93	?
COc1ccc(NC(=O)CC2Oc3ccc(C)cc3NC2=O)cc1 (configuration not stated)	9.0	?	0.83	?
O=C(Nc1nnc(N2CCCCCC2)s1)c1cc(-c2ccc(Br)cc2)on1	3.0	0.5	1.06	-19.0
Cc1ccc(N2OC3C(=O)NC(=O)C3C2c2ccco2)cc1 (configuration not stated)	10.0	7.0	0.99	1.0
O=C(Cn1cnc2c(oc3ccccc32)c1=O)NCC1CCCO1 (configuration not stated)	5.0	-1.0	1.01	-4.0
Cc1nnc(SCC(=O)N2CC(=O)Nc3ccccc32)n1-c1ccccc1	12.0	-1.5	0.99	-13.0
COc1ccccc1NC(=O)CSc1nnc(CNC(=O)c2ccco2)o1	2.0	2.0	1	14.0
COc1ccccc1-c1cc(C(=O)N2CCCCC2)no1	8.0	-4.0	1.03	-1.0
O=C(CCN1CCOCC1)Nc1cccc(Br)c1	3.0	-0.5	0.99	-13.0
CN(C)CC(C(=O)c1ccccc1)c1ccccc1 (configuration not stated)	20.0	-2.5	1.02	9.0
COC(=O)c1cn(NC(=O)c2cccc(N(C)C)c2)c(=O)c2ccccc12	6.0	-4.0	1.08	8.0
CC1(CC(=O)O)C(=O)N=C2C=CC=CN21 (configuration not stated)	9.0	-0.5	1	-17.5
O=C(Nc1c(C(=O)O)oc2ccc(Br)cc12)c1ccccc1	4.0	2.0	1.01	-20.0
CCN1CCN(C(CNC(=O)c2ccc3c(c2)OCO3)c2cccnc2)CC1 (configuration not stated)	1.0	0.0	1.04	-16.0
CC(C(=O)NCc1cccnc1)N1C(=O)c2ccccc2C1=O (configuration not stated)	17.0	4.5	1.03	10.0
CC1CCN(C(=O)CN2C(=O)C(C)(C)Oc3ccc(C(=O)NC4CCCC4)cc32)CC1	8.0	0.0	1.01	-33.0
CCC(=O)N1CCc2cc(Br)cc(S(=O)(=O)NCC3CCCN3CC)c21 (configuration not stated)	4.0	7.0	0.97	-18.0
CC(C)N(C(=O)CSc1nnc(NC(=O)C2CCC2)s1)C(C)C	15.0	1.0	1.06	-20.0
Nc1nc(SCC(=O)N2CCCc3ccccc32)n(-c2ccccc2)n1	5.0	2.0	1.01	2.0
CCc1ccc(NC(=O)N(C2CCC(C)CC2)C2CCN(C(C)=O)CC2)cc1 (configuration not stated)	14.0	15.0	1	-35.0
CN(CC(=O)N1CCc2ccccc21)S(=O)(=O)c1ccc(Br)s1	8.0	4.0	1.04	6.0

Continued.
structure	Prostate diff	VLA-4 allo ag	Autofluor Jurkat	VLA-4 antagonist
O=c1[nH]c2ccsc2c(=O)n1-c1ccc(F)c(Cl)c1	3.0	?	1.1	?
Cn1c(=O)c2c(nc(N3CCCCC3)n2CCSc2nc3ccccc3o2)n(C)c1=O	4.0	3.5	1.07	-22.0
Cc1nc2sc(C(c3cccc(F)c3)N3CCC(C)CC3)c(O)n2n1 (configuration not stated)	8.0	-0.3	0.99	-1.0
CCN(CC)CCNC(=O)Cc1c(C(=O)O)n(C)c2ccccc12	10.0	4.0	0.99	8.0
O=C(COc1ccc(F)cc1)Nc1ccc(-n2cnnn2)cc1	11.0	6.0	1.01	14.5
CSc1ccc(C2C(C#N)=C(N)Oc3c2ccc(=O)c2c(C)oc(C)c32)cc1 (configuration not stated)	33.0*	?	?	?
COC(=O)c1cn(NC(=O)C2CCCO2)c(=O)c2ccccc12 (configuration not stated)	4.0	3.0	1	-11.0
O=C(NCCCN1CCCC1=O)C1CCN(S(=O)(=O)N2CCOCC2)CC1	12.0	-2.0	1.1	-2.0
Cc1ccc(-c2noc(CSc3nnnn3C3CCCCC3)n2)cc1	8.0	1.0	1.09	6.0
CCOC(=O)c1ccc(NS(=O)(=O)c2ccc3c(c2)oc(=O)n3C)cc1	9.0	3.0	1	-8.0
Cc1c(NC(=O)C23CC4CC(CC(C)(C4)C2)C3)c(=O)n(-c2ccccc2)n1C	11.0	6.0	0.89	45.0
COc1cc(NC(=O)CC(C)C)ccc1NC(=O)c1ccco1	5.0	1.0	1.13	-3.5
CCOc1ccc(C(=O)Nc2cccc(-c3nc4cccnc4o3)c2)cc1Cl	13.0	?	1.14	?
COc1ccccc1Oc1coc2c(CN3CCN(C)CC3)c(O)ccc2c1=O	5.0	-7.0	1.11	-15.5
COc1ccc(C2C(C(=O)N3CCN(c4ccccc4)CC3)c3ccccc3C(=O)N2C)cc1 (configuration not stated)	2.0	0.0	1.05	0.0
CSc1nnc(-c2ccc(NC(=O)CCc3ccccc3)cc2)n1C	2.0	-11.5	1.03	-10.0
CC(CN1CCOCC1)(NS(=O)(=O)c1ccccc1)c1ccccc1 (configuration not stated)	14.0	-0.5	1.06	-6.5
Cc1ccccc1CS(=O)(=O)Cc1ccc(C(=O)NCc2ccco2)o1	7.0	-7.0	1.11	-4.0
COC(=O)C(C)Sc1nc2c(c(=O)n(C)c(=O)n2C)n1Cc1cccc(C)c1 (configuration not stated)	8.0	-9.5	1.09	1.0
O=C(CN1CCN(c2nc(-c3ccc(F)cc3)cs2)CC1)NCc1ccc2c(c1)OCO2	7.0	?	1.26	?

Arranged by molar mass (rising): some entries from above.
structure	Prostate diff	VLA-4 allo ag	Autofluor Jurkat	VLA-4 antagonist
CSc1nnc(-c2ccc(NC(=O)CCc3ccccc3)cc2)n1C	2.0	-11.5	1.03	-10.0
CCOc1ccc(C(=O)Nc2cccc(-c3nc4cccnc4o3)c2)cc1Cl	13.0	?	1.14	?
COC(=O)C(C)Sc1nc2c(c(=O)n(C)c(=O)n2C)n1Cc1cccc(C)c1 (configuration not stated)	8.0	-9.5	1.09	1.0
O=C(CN1CCN(c2nc(-c3ccc(F)cc3)cs2)CC1)NCc1ccc2c(c1)OCO2	7.0	?	1.26	?
COc1ccc(C2C(C(=O)N3CCN(c4ccccc4)CC3)c3ccccc3C(=O)N2C)cc1 (configuration not stated)	2.0	0.0	1.05	0.0

The list continues:
structure	Prostate diff	VLA-4 allo ag	Autofluor Jurkat	VLA-4 antagonist
CCOC(=O)N1CCC(NC(=O)c2ccc3c(c2)sc2nc(-c4cccc(OC)c4)cn23)CC1	14.0	-15.8	1.09	-15.8
CCOCCn1c(CN2CCN(c3cccc(Cl)c3)CC2)nc2c1c(=O)n(C)c(=O)n2C	2.0	1.0	1.09	-2.0
O=C1CCc2cc(S(=O)(=O)N3CCN(c4cccc(C(F)(F)F)c4)CC3)ccc2N1	11.0	-1.0	0.96	-22.5
CCOC(=O)N1CCC(NC(=O)C2CCN(S(=O)(=O)c3cccs3)CC2)CC1	2.0	3.0	1.04	-13.0
Cc1cccc(NC(=O)C2CCCN(S(=O)(=O)c3cccc4nsnc34)C2)n1 (configuration not stated)	0.0	13.0	0.78	-3.0
Cn1c(=O)c2cc(S(=O)(=O)NC(C(=O)Nc3cccnc3)c3ccccc3)ccc2n(C)c1=O (configuration not stated)	16.0	-4.0	1.01	13.0
CC1CCN(C(=O)Cn2c(=O)oc3ccccc32)CC1	10.0	-1.3	1.05	5.3
CCC(C)(C)n1nnnc1C(c1cc2cc(C)ccc2[nH]c1=O)N1CCCC1 (configuration not stated)	5.0	5.0	0.95	-7.5
Cc1c[n+]([O-])n(-c2ccc(C(=O)O)cc2)n1	13.0	-0.5	1.04	-13.5
Cc1nnc(SCC2=C(C(=O)O)N3C(=O)[C@@H](NC(=O)Cn4cnnn4)[C@H]3SC2)s1	2.0	4.5	1.03	-17.5
CCCC(=O)Nc1nnc(CC(=O)OCC)s1	5.0	-0.5	1.07	-2.0
O=C(COc1ccc(Cl)cc1)NCc1nnc(SCC(=O)Nc2ccccc2)o1	1.0	-2.0	1.03	-2.0
O=C(CCN1CCN(CC(=O)Nc2ccccc2Cl)CC1)Nc1ccccc1F	5.0	7.0	0.98	14.0
CN(Cc1nc(-c2ccncc2)no1)S(=O)(=O)c1ccc(Cl)cc1	12.0	7.0	1.09	-3.0
COc1ccccc1NC(=O)C1=C(C)Nc2nnnn2C1c1ccncc1 (configuration not stated)	12.0	-6.0	1.05	-14.0
CCN(CCCNS(=O)(=O)c1ccc2c(c1)CCN2C(C)=O)c1cccc(C)c1	10.0	9.0	1	8.0
CCCc1cc(=O)[nH]c(=S)[nH]1	4.0	-3.5	1	-10.5
COc1ccc(C)cc1NC(=O)CCC(=O)Nc1ccc2nc(N3CCN(C)CC3)cc(C)c2c1	18.0	-2.0	1.12	3.5
FC(F)(F)c1cccc(NCc2cn3cccnc3n2)c1	13.0	-7.0	1.04	14.0
C=CCSc1nnc(-c2c[nH]c3ccccc23)n1CCOC	11.0	2.0	1.05	5.0
CCCOc1cccc(C2/C(=C(/O)c3ccccc3)C(=O)C(=O)N2CCN(C)C)c1 (configuration not stated)	3.0	7.5	1.08	-15.5
CC(=O)Nc1nnc(S(N)(=O)=O)s1	8.0	-3.5	1.03	-3.0
CCC(C)N1C(=O)c2ccccc2C1C(=O)NC1CCCCCC1 (configuration not stated)	6.0	7.0	0.97	1.0

Assay outcomes (PubChem)
